Source: PubChem
Dynein transport: inhibitors of GR-EGFP nuclear translocation, primary screen, dynein cargo transport inhibitor project, imaging, high-content, 3617.4 mouse cells | test concentration mostly 20 µM; stimulated with dexamethasone, 1 µM; active compounds read low | z-score, hits read low | 0.47% of 220,000 active | AID 1381, 2008;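 active = plate z-score of nuclear minus cytoplasmic receptor signal below a set negative limit, without overly bright fluorescence or cell loss, cut at about -3.5 in these data, passing the limit was not always enough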;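 note: z-score of nuclear minus cytoplasmic ring GR-EGFP intensity difference per well; some compounds called inactive have numbers as strong as hits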
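medium = tetracycline-free induction medium containing charcoal-stripped FBS | also added = 1.0 µM final dexamethasone stimulus | schedule = 48 h induction, 1 h compound, 30 min dex at 37 °C | technique = fixed, Hoechst-stained cells imaged at 10x for EGFP | measure = GR-EGFP nuclear translocation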
AID2073: inhibitors of Mint1-CaV2.2 protein interaction, biochemical, HTRF (AID 2073); inhibition, % at 20 µM, or IC50 in µM where a hit was titrated; Voltage-dependent N-type calcium channel subunit alpha-1B (Homo sapiens); HTRF protein-protein interaction, Mint1-CaV2.2; higher % means a stronger effect; 0.19% of 290,000 active; in the data active = inhibition mostly above about 51%, no sharp cut-off; note: some results filed as inactive read as strong as hits
NOD1 inhibition: NOD1 signaling inhibitors, primary screen, cell-based, luminescence, uHTS (AID 1578) | one-dose inhibition, % at 4 µM; EC50 in µM for titrated hits | NOD1-driven NF-kB luciferase reporter cells, luminescence; higher % means a stronger effect | 1% of 290,000 active; in the data active = inhibition mostly above about 36%, no sharp cut-off; inactive = mostly below about 34%;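 note: HEK-293T reporter cells stimulated with the NOD1 agonist gamma-tri-DAP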
GPR55 beta-arrestin: GPR55 agonists via beta-arrestin recruitment, primary screen, imaging, U2OS cells, beta-arrestin-GFP redistribution (AID 1961); G-protein coupled receptor 55 (Homo sapiens); U2OS GPR55 beta-arrestin-GFP redistribution imaging; higher % means a stronger effect; activation, % at 10 µM; hits with a dose series show EC50 in µM; 0.048% of 290,000 active;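 active = activation above 40% with more than 50 cells counted in the well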;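 note: U2OS osteosarcoma cells stably expressing GPR55 and beta-arrestin-GFP; plate controls were DMSO negative control for no effect and LPI positive control for full effect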
P. falciparum M1AAP: P. falciparum M1AAP inhibitors, biochemical, fluorogenic H-Leu-NHMec substrate, 1536-well (AID 1445); Aminopeptidase N (Plasmodium falciparum (isolate 3D7)); recombinant M1AAP, H-Leu-NHMec fluorogenic kinetic assay; higher % means a stronger effect; inhibition, % at 30 µM; hits with a dose series show IC50 in µM; 0.42% of 220,000 active;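 active = primary inhibition above the hit cutoff, then over 50% inhibition at one or more dose response concentrations, cut at about 23% in these data, passing the limit was not always enough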;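 note: plate controls were DMSO full reaction for no effect and no enzyme background for full effect; strong numbers were not always called active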
NOD2 inhibition: NOD2 signaling inhibitors, cell-based, luminescence, uHTS, HEK293 (AID 1566) | HEK293 NOD2/NF-kB luciferase reporter, luminescence; higher % means a stronger effect | inhibition, % at 4 µM, or EC50 in µM where a hit was titrated | 0.63% of 290,000 active; note: many of its hits are not listed in these tables
KOR beta-arrestin-1: KOR antagonists, beta-arrestin recruitment, cell-based, luminescence, uHTS (AID 1778). Kappa-type opioid receptor (Homo sapiens). KOR beta-arrestin recruitment, luminescence, antagonist mode; higher % means a stronger effect. inhibition, % at 10 µM, or IC50 in µM where a hit was titrated. 0.091% of 290,000 active; note: strong numbers were not always called active
M17LAP inhibition: P. falciparum M17LAP inhibitors, primary screen, biochemical, fluorogenic H-Leu-NHMec substrate, 1536-well (AID 1619). recombinant M17LAP, H-Leu-NHMec fluorogenic kinetic assay; higher % means a stronger effect. 0.38% of 220,000 active. inhibition, % at 30 µM; hits with a dose series show IC50 in µM;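 active = compound inhibiting the enzyme by more than half at any dose during confirmatory dose-response retesting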;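 note: plate controls were full reaction with DMSO carrier for no effect and no enzyme background for full effect; strong numbers were not always called active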
KOR beta-arrestin-2: KOR agonists, beta-arrestin recruitment, primary screen, cell-based, luminescence, uHTS (AID 1777). Kappa-type opioid receptor (Homo sapiens). KOR beta-arrestin recruitment, luminescence; higher % means a stronger effect. one-dose activation, % at 10 µM; EC50 in µM for titrated hits. 0.02% of 280,000 active; in the data active = activation above about 50%, passing the limit was not always enough; note: a part of the inactive calls stands beside numbers as strong as those of hits
Dynein transport cytoplasmic EGFP: also measured in Dynein transport; calls as there; z-score; measured here: cytoplasmic GR-EGFP intensity; active compounds read high
Dynein transport nuclear GR-EGFP: second read-out of Dynein transport, no call of its own (marks repeat the call); z-score; measured here: nuclear GR-EGFP intensity;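 lower value marks the stronger effect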
Dynein transport cell count: also measured in Dynein transport; calls as there; z-score; measured here: cell count per field
* hit, by the source's call; · = no result given; [ ] = another dose, or the depositor's remark. Cut-off read from the data, not from the text of the source, unless noted: active = inhibition above about 50%; inactive = the rest.

SMILES	Dynein transport	Dynein transport cytoplasmic EGFP	Dynein transport nuclear GR-EGFP	Dynein transport cell count	AID2073	NOD1 inhibition	GPR55 beta-arrestin	P. falciparum M1AAP	NOD2 inhibition	KOR beta-arrestin-1	M17LAP inhibition	KOR beta-arrestin-2
C/C(=N\NC(=O)c1cc(C)oc1C)c1ccc2ccccc2c1	·	·	·	·	4%	-34%	0.0%	·	-5%	-49%	·	0.6%
Cc1cc(C(=O)NNc2cc(Cl)ccc2Cl)no1	-0.34	-0.22	-0.43	1	-2%	-22%	0.0%	7%	9%	-12%	5%	2.4%
CCN1C(=O)C(CC(=O)N2CCN(C(c3ccccc3)c3ccccc3)CC2)N(CC)C1=O (centres undefined)	0.77	-0.2	0.34	0.23	2%	14%	-0.1%	13%	5%	-26%	-8%	5.3%
CCCCCNS(=O)(=O)c1cc2c3c(c1)CCC(=O)N3CCC2	·	·	·	·	-3%	8%	-0.3%	·	-4%	-2%	·	1.2%
COc1ccc(-c2c(C)nc(N)nc2-c2ccc(OC)cc2O)cc1	·	·	·	·	23%	8%	0.0%	·	22%	14%	·	-3.5%
COc1ccc(OCC(=O)Nc2ccc3c(c2)nc(CCN2CCOCC2)n3C)cc1	0.012	-0.13	0.3	-1.3	-1%	-3%	-0.1%	1%	20%	-8%	2%	10%
O=C(Nc1ccc(F)cc1)c1ccccc1F	1	-0.17	0.91	-0.39	-1%	-20%	-0.4%	-3%	-22%	19%	-16%	-2.1%
CC(NC(=O)C12CC3CC(CC(C3)C1)C2)c1ccc(F)cc1 (centres undefined)	·	·	·	·	6%	25%	-0.3%	·	-20%	-22%	·	3.7%
Cc1noc(C)c1COc1cccc(C(=O)N2CCN(C/C=C/c3ccccc3)CC2)c1	-0.92	0.16	-0.26	0.32	4%	36%	-0.1%	0%	36%	-52%	-8%	-0.3%
CC(=O)c1ccc(C(=O)NC2CC(C)(C)Cc3c2cnn3-c2ccccc2)cc1 (centres undefined)	·	·	·	·	2%	-14%	0.0%	·	-18%	20%	·	-4.8%
CC1(C)C(c2ccccc2)=[N+]([O-])C2(CCCCC2=O)N1O (centres undefined)	-0.7	-0.27	-0.6	0.56	-17%	-6%	-0.3%	-1%	20%	-11%	6%	-4.7%
O=C(c1cc2ccccc2oc1=O)N(Cc1cccs1)C1CCS(=O)(=O)C1 (centres undefined)	-0.74	-0.22	-0.36	0.3	12%	-28%	-0.1%	5%	-42%	-2%	6%	-4.0%
C=CCNC(=O)CSc1nc2scc(-c3ccco3)c2c(=O)n1CC=C	-0.39	-0.73	-0.38	-0.11	12%	-2%	-0.1%	7%	20%	-2%	9%	-0.7%
CCOc1ccc(C(=O)C(C)=O)c(OCC)c1	-0.4	-0.085	-0.2	0.14	2%	-5%	-0.1%	2%	8%	-43%[20 µM]	14%	2.2%
CSc1nnc(C)c(/C=C/Nc2ccc(F)cc2)n1	-1.1	1.8	-0.44	0.2	-17%	10%	0.3%	10%	1%	7%	14%	-1.5%

An excerpt from above in order of heavy-atom count, descending:
SMILES	Dynein transport	Dynein transport cytoplasmic EGFP	Dynein transport nuclear GR-EGFP	Dynein transport cell count	AID2073	NOD1 inhibition	GPR55 beta-arrestin	P. falciparum M1AAP	NOD2 inhibition	KOR beta-arrestin-1	M17LAP inhibition	KOR beta-arrestin-2
O=C(c1cc2ccccc2oc1=O)N(Cc1cccs1)C1CCS(=O)(=O)C1 (centres undefined)	-0.74	-0.22	-0.36	0.3	12%	-28%	-0.1%	5%	-42%	-2%	6%	-4.0%
CCCCCNS(=O)(=O)c1cc2c3c(c1)CCC(=O)N3CCC2	·	·	·	·	-3%	8%	-0.3%	·	-4%	-2%	·	1.2%
CC1(C)C(c2ccccc2)=[N+]([O-])C2(CCCCC2=O)N1O (centres undefined)	-0.7	-0.27	-0.6	0.56	-17%	-6%	-0.3%	-1%	20%	-11%	6%	-4.7%
Cc1cc(C(=O)NNc2cc(Cl)ccc2Cl)no1	-0.34	-0.22	-0.43	1	-2%	-22%	0.0%	7%	9%	-12%	5%	2.4%

Next results follow.
SMILES	Dynein transport	Dynein transport cytoplasmic EGFP	Dynein transport nuclear GR-EGFP	Dynein transport cell count	AID2073	NOD1 inhibition	GPR55 beta-arrestin	P. falciparum M1AAP	NOD2 inhibition	KOR beta-arrestin-1	M17LAP inhibition	KOR beta-arrestin-2
Cc1ccc2nc(-c3ccc(N4C(=N)SC5CS(=O)(=O)CC54)cc3)sc2c1 (centres undefined)	-0.54	-0.13	-0.21	-0.25	-13%	-18%	0.4%	13%	-49%	-3%	-5%	-2.5%
Cc1cc(C)cc(NS(=O)(=O)c2ccc3[nH]cc(C(=O)N4CCc5ccccc54)c(=O)c3c2)c1	2.4	-0.24	1.3	-1.2	7%	4%	0.0%	7%	-9%	-25%	2%	2.0%
CCOC(=O)c1ccc2ncc(C(=O)OCC)c(NCc3ccco3)c2c1	0.21	-0.22	0.17	0.11	14%	8%	-0.3%	16%	-59%	12%	-67%	-1.8%
CCc1nnc(NS(=O)(=O)c2ccc(N=Cc3c(C)[nH]n(-c4ccc(C)c(C)c4)c3=O)cc2)s1	0.12	-0.22	0.13	-0.68	19%	-6%	0.3%	12%	-3%	-60%	14µM*	-7.3%
CCOC(=O)Cc1[nH]nc2c1C(c1cc(OC)ccc1OC)C(C#N)=C(N)O2 (centres undefined)	-0.22	-0.2	0.2	0.045	11%	2%	-0.2%	11%	24%	-18%	9%	-0.8%
CCCCc1nnc(NC(=O)CCc2ccccc2)s1	·	·	·	·	6%	-27%	0.3%	·	-11%	-6%[20 µM]	·	0.5%
Cc1sc(NC(=O)Cn2nc(C(F)(F)F)cc2C)c(C(=O)OC(C)C)c1C	2.8	-0.22	0.1	-1.6	23%	37%	0.0%	7%	14%	-34%	4%	0.1%
CCCCCC[n+]1c(-c2ccccc2)csc1Nc1ccccc1	0.49	-0.22	0.36	0.017	-2%	-9%	-0.1%	1%	4%	1%	3%	-0.1%
Cn1c(C(=O)NC2CCCCC2)cc2c(=O)n(C)c3ccccc3c21	0.36	-0.21	0.43	0.027	2%	-21%	-0.1%	0%	16%	4%	-5%	-3.8%
COc1cccc(C(=O)Nc2ccc(N3CCN(Cc4ccccc4)CC3)cc2)c1	0.49	-0.14	0.12	-0.28	-11%	20%	-0.1%	5%	2%	7%	0%	-7.0%
COc1ccc(CCNS(=O)(=O)c2ccc(OC)c(OC)c2)cc1OC	·	·	·	·	0%	-9%	0.3%	·	10%	-35%[20 µM]	·	1.0%
CCCCCCN(C(=O)CCCCCN1C(=O)NC(c2ccc(-c3ccccc3)cc2)C(C(=O)OCc2ccccc2)=C1C)C(C(=O)NCCCC)c1ccc(O)c(C(=O)OC)c1 (centres undefined)	0.49	-0.73	0.43	-0.38	17%	-15%	0.8%	6%	-3%	18%	-8%	-3.2%
O=C(C1CCCN(S(=O)(=O)c2cccc3nonc23)C1)N1CCN(c2ccccc2Cl)CC1 (centres undefined)	-0.9	-0.24	0.24	0.42	-9%	-37%	1.6%	3%	-4%	24%	9%	-1.3%
COc1ccc(NC(=O)C2CC(=O)N/C(=N/N=C/c3ccco3)S2)cc1 (centres undefined)	1.5	-0.18	1.4	-1.8	5%	0%	-0.2%	1%	2%	13%	-1%	-0.6%
O=C1c2ccccc2C(=O)N1CC(O)CN1CCOCC1 (centres undefined)	0.47	-0.25	0.36	-0.23	0%	-40%	0.1%	9%	-2%	11%	2%	-0.3%
Cc1cc(C(=O)OCC(=O)NCc2ccccc2)c(C)o1	-0.64	-0.31	-0.28	0.51	8%	-20%	-0.1%	-2%	5%	7%[20 µM]	4%	-1.0%
Cc1ccsc1/C=C1\SC(N2CCOCC2)=NC1=O	-0.31	-0.19	-0.25	0.27	-6%	-8%	-2.0%	14%	-11%	6%	25%	-0.3%
COc1ccc(C(=O)NNC(=O)CSc2nnc(COc3ccc4ccccc4c3)n2C)cc1	-0.64	0.089	0.4	0.63	-2%	14%	-0.1%	-6%	13%	-21%	-2%	0.7%
COc1cccc(N2CCN(C(=O)C3CCN(S(=O)(=O)c4cccs4)CC3)CC2)c1	0.12	-0.3	0.45	-0.1	0%	-14%	0.1%	0%	10%	-1%	-5%	-1.7%
CCn1c(C)c(P(=O)(N2CCOCC2)N2CCOCC2)c2ccccc21	-0.47	-0.24	0.045	0.34	2%	-16%	0.3%	-2%	23%	8%	0%	-2.7%
Cc1cc(=O)[nH]c(N/N=C/c2c(O)n(-c3ccccc3)c(=O)c3ccccc23)n1	-0.034	0.11	0.75	-1.4	0%	14%	0.5%	47µM*	27%	4%	33%	5.2%
O=C(NCC1CCCO1)c1nn2c(C(F)(F)F)cc(-c3cc(Br)cs3)nc2c1Br (centres undefined)	·	·	·	·	43%	-38%	-0.1%	·	7%	-390%	·	3.1%
COC(=O)[C@H](CCSC)NC(=O)Nc1ccc(OC)c(Cl)c1	0.57	0.29	0.71	-0.81	7%	5%	-0.4%	-5%	13%	12%	-1%	-5.0%
O=C(CSc1nccn1-c1ncc(C(F)(F)F)cc1Cl)c1ccc(Br)cc1	-0.49	-0.2	-0.55	0.65	-22%	-81%	-0.1%	1%	-120%	14%	-1%	-2.8%
Cc1ccc2c(c1)C1CN(C)CCC1N2C(=O)c1ccccc1NS(=O)(=O)c1ccc(F)cc1 (centres undefined)	-0.23	-0.25	-0.13	0.45	-2%	-29%	-0.2%	4%	19%	·	25%	·
Cc1cccc(NC(=O)c2nc(S(=O)(=O)Cc3ccccc3)ncc2Cl)c1	·	·	·	·	-46%	47%	0.0%	·	22%	0%	·	2.3%
CCOCCCNC(=O)C1CCN(S(=O)(=O)CC)CC1	0.33	-0.25	0.73	-0.79	-8%	-14%	0.3%	-1%	4%	5%	-1%	0.1%
O=c1cccc(-c2ccc(Br)cc2)o1	-0.018	-0.21	0.27	0.37	2%	-7%	0.3%	2%	12%	4%	4%	-0.5%
Cc1ccc(OCCN2CCN(c3nc(NCc4ccco4)c4ccccc4n3)CC2)cc1	0.037	-0.23	0.15	0.52	18%	-40%	-0.4%	2%	-3%	·	-2%	5.0%
CC(C)C1N=C2c3ccccc3N=C(SCC(=O)NCCc3ccc(S(N)(=O)=O)cc3)N2C1=O (centres undefined)	-0.65	-0.31	0.27	0.13	-12%	-12%	0.6%	7%	6%	4%	-29%	1.7%

A portion of the library, so the mix of outcomes need not match the whole.
